NR3A LBD binder – NR3A (human) ligand-binding domain modulation | NR3A LBD differential scanning fluorimetry, Tm shift; 0% = protein alone, 100% = glycine-bound protein | AID 1259313 | 2.5% of 340,000 active | Tm shift relative to glycine control, % at 25 µM;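 active = melting temperature shift of at least 10% of the positive control shift, at one fixed dose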
mIAP act – increases mouse intestinal alkaline phosphatase activity. 0.24% of 330,000 active. activation factor at 10 µM. muIAP, CDP-Star luminescence, 30 min; hits give high values; 1 = vehicle-only enzyme signal, 0 = enzyme-free wells;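 active = activation factor of at least 2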; note: the source names both 10 and 20 µM as test concentration; values of inactives mirror those of a sister screen read the other way
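System: Mouse IAP enzyme | Also added: CDP-Star substrate | Dosing: Compounds dispensed in DMSO | Schedule: 30 min enzyme-substrate-compound incubation at room temperature | Technique: Chemiluminescence readout | Control set: DMSO-only wells and no-enzyme negative control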
APOBEC3G inh – blocks human APOBEC3G single-stranded DNA deamination | recombinant A3G, ssDNA deamination FAM/TAMRA fluorescence | 0.28% of 330,000 active | inhibition, % at 20 µM;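 active = inhibition of at least 40% at 20 µM, with no more than 30% in the related APOBEC3A deaminase screen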;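 note: plate controls were DMSO wells with A3G for no effect and wells lacking A3G enzyme for full effect; some compounds called inactive have numbers as strong as hits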
Target sequence (Q9HC16 whole entry, looked up): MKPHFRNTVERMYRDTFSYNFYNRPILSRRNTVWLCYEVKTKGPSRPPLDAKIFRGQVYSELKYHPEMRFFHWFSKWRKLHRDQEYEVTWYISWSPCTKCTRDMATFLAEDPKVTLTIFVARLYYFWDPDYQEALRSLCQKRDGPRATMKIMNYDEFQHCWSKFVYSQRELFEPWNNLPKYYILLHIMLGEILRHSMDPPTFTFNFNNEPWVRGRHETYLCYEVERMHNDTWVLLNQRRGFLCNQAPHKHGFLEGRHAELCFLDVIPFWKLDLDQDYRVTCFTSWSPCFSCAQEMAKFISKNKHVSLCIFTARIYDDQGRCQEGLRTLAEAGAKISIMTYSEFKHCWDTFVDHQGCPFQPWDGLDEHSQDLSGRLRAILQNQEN
A3A deaminase – blocks human APOBEC3A ssDNA deamination | P31941 | recombinant A3A, FAM/TAMRA ssDNA deamination fluorescence | inhibition, % at 20 µM | 0.41% of 330,000 active | AID 493011;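 active = at least 40% inhibition at 20 µM here, with at most 30% in a related deaminase screen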;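 note: plate controls were A3A with DMSO for no effect and wells lacking A3A enzyme for full effect; some results filed as inactive read as strong as hits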
hIAP inh – human IAP inhibition | P09923 | purified IAP, CDP-Star luminescence, 30 min | inhibition, % at 10 µM | 0.12% of 330,000 active | AID 2544;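 active = inhibition reaching a set limit with compound at 10 µM in the primary screen, cut at about 35% in these data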;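 note: plate controls were DMSO wells with enzyme for no effect and no-enzyme buffer wells for full effect; values of inactives mirror those of a sister screen read the other way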
Target sequence (P09923 whole entry, looked up): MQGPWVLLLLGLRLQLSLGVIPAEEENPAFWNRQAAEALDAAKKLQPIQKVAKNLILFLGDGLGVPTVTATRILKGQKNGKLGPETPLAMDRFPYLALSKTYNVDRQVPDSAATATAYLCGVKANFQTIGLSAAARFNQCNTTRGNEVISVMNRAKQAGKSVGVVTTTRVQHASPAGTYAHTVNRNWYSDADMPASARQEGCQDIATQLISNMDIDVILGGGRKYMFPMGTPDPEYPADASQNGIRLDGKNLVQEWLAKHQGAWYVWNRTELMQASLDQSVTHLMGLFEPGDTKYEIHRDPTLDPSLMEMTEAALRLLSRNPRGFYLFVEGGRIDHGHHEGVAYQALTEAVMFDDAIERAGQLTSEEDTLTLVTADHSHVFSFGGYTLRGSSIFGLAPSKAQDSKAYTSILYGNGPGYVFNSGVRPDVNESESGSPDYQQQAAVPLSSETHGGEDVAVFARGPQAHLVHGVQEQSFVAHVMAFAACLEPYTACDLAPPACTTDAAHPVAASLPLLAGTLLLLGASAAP
beta cell repl – induces beta-cell replication in MIN6 cells. 0.29% of 330,000 active. AID 2380. proliferation, % at 10 µM. MIN6 cells proliferation, ATPlite luminescence, 48 h; cells starved in 0.2% serum; 100% = growth in 10% serum;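 active = compounds whose signal lies at least 3.5 SD above the mean of all wells on their plate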;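 note: 0% = DMSO-treated cells in low-serum medium and 100% = 10% serum control; some compounds called inactive have numbers as strong as hits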
mIAP inh – blocks mouse intestinal alkaline phosphatase; purified mouse IAP, CDP-Star luminescence, 30 min; inhibition, % at 10 µM; 0.2% of 330,000 active;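 active = inhibition of at least 40% at 10 µM in the primary screen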;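 note: plate controls were DMSO with enzyme for no effect and no enzyme wells for full effect; values of inactives mirror those of a sister screen read the other way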
hIAP act – increases human intestinal alkaline phosphatase activity; P09923; purified human IAP, CDP-Star luminescence, 30 min; hits give high values; 1 = vehicle-only enzyme, 0 = enzyme-free background; activation factor at 10 µM; 0.16% of 330,000 active; AID 2524;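 active = activation factor of the enzyme at least 2-fold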; note: the source names both 10 and 20 µM as test concentration; values of inactives mirror those of a sister screen read the other way
MPTP block – permeability transition pore inhibition. isolated mouse mitochondria, Ca2+ swelling absorbance, 30 min. inhibition, % at 10 µM. 1.4% of 360,000 active. AID 602449;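 active = inhibition of 50% or more, scaled per plate between neutral and stimulator controls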;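 note: 0% = DMSO wells given calcium and 100% = 1 mM EGTA wells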
Starred values were filed as active, the others as inactive; . = not tested or not shown.

SMILES	NR3A LBD binder	mIAP act	APOBEC3G inh	A3A deaminase	hIAP inh	beta cell repl	mIAP inh	hIAP act	MPTP block
Cc1nn(C)c(Oc2cccc(C(F)(F)F)c2)c1C=O	4	1	-4	0	-2	-3	-3	1	-0.5
Cc1sc2nc(-c3ccc(Br)cc3)oc(=O)c2c1C	3	1	-3	-2	10	-2	-1	0.9	1.8
Cc1ccc(S(=O)(=O)N2CCCCC2)cc1NC(=O)COC(=O)Cc1c(F)cccc1Cl	-4	1.3	-4	-1	-10	-1	-34	1.1	0.6
CCOC(=O)COc1cccc2c(=O)n(CC(=O)NCc3ccccc3)ccc12	2	1	-1	0	-5	-2	-2	1.1	0.4
Cn1c(=O)cc(Nc2ccccc2)c2c(=O)n(-c3ccccc3)c(=O)n(-c3ccccc3)c21	1	1	2	6	-16	-1	-3	1.2	2.4
COc1ccc2[nH]c(C)c(C(=O)CN3CCN(C(=O)c4ccco4)CC3)c2c1	-3	0.68	-4	5	-14	-1	32	1.1	-0.3
COc1ccc(-c2ccc(S(=O)(=O)N3CCCC3)cc2)cc1	0	1	-9	0	16	-3	-4	0.84	0.1
Cc1noc(NS(=O)(=O)c2ccc(NC(=O)CC(C)C)cc2)c1C	1	1	-8	-3	-11	0	-2	1.1	-0.9
O=C(C(Cc1ccccc1)N1C(=O)c2ccccc2C1=O)N1c2ccccc2CCc2ccccc21 (stereo not given)	-1	0.89	-5	-4	-13	-5	11	1.1	5.4
CC(=O)/C(=N\Nc1cccc(Cl)c1)Sc1nnc(-c2ccccc2)n1-c1ccccc1	-14	0.92	-5	-1	-16	-3	8	1.2	-0.7
NNC(=O)c1cc(S(=O)(=O)N2CCOCC2)c[nH]1	0	1	-3	-1	-25	2	-1	1.2	0.9
NC(=O)C1CCN(C(=O)c2cc3ccccn3n2)CC1	-2	0.89	-3	-4	0	-3	11	1	-0.6
CS(=O)(=O)N1CCC(C(=O)Nc2ccccc2Br)CC1	2	0.95	-8	-7	6	-4	5	0.94	0.4
COc1cc(/C=N/NC(=O)CNC(=O)c2ccccc2)ccc1OC(=O)c1cccs1	-7	1	-4	0	-5	-4	-1	1.1	0.1
Cc1ccc(C(=O)c2cc3c(cc2N)OCCO3)cc1	1	0.82	-5	-4	13	-1	18	0.87	0.1
CN1CCN(S(=O)(=O)c2ccc3c(c2)NC(=O)CS3)CC1	-1	1.1	-1	-3	-12	-3	-10	1.1	0.0
CC1(O)C(=O)C=C2C=C(c3ccsc3)OC=C2C1=O (stereo not given)	.	0.81	14	20	3	-5	19	0.97	.
O=C(Nc1cc(Cl)ccc1O)c1cc2n(n1)C(C(F)(F)F)CC(c1ccc3c(c1)OCO3)N2 (stereo not given)	23*	1.1	-6	-3	-22	-3	-8	1.2	2.0
COc1ccc(CCNC(=O)c2cc(-c3ccccn3)nc3c(Cl)cccc23)cc1OC	0	1	1	6	-3	-3	-2	1	-2.1
CCCC(C)C(=O)Nc1nnc(CCc2ccccc2)s1 (stereo not given)	2	1	0	-5	-6	-1	0	1.1	1.5
Cc1nn(-c2ccccc2)c(C)c1C(=O)OCC(=O)c1c(N)n(CC(C)C)c(=O)n(C)c1=O	-5	1.1	1	1	-11	-5	-15	1.1	16
CCN1C(=O)[C@H]2[C@@H](c3ccc(C)cc3)N3C(=O)N(c4ccccc4)C(=O)[C@@]3(Cc3ccccc3)[C@H]2C1=O	0	1	-11	0	14	6	-4	0.86	0.2
CN(C)c1ccc(CNc2nc3ccccc3s2)cc1	.	1	-8	-6	-8	-5	-4	1.1	.
CC[C@]12c3[nH]c4cc(-c5ccco5)ccc4c3CCN1C(=O)[C@@H](CC(=O)NC(C)(C)C)C[C@@H]2C(=O)N1CCN(C(=O)C2CC2)CC1	-1	1	2	-1	.	.	-1	.	5.4
Cc1ccc(-n2ncc3c(=O)n(CC(=O)Nc4cccc(Cl)c4)cnc32)cc1C	5	1	-1	2	-9	-5	-1	1.1	-7.6
CCOc1ccccc1/C=N/NC(=O)c1nnn(-c2nonc2N)c1CN1CCCCCC1	0	1.1	-2	-4	-12	-1	-6	1.1	4.4
COc1cccc(CSc2nnc(-c3ccc(F)cc3)o2)c1	1	0.98	-10	4	-22	-2	2	1.2	0.3
O=C(NCCCc1ccccc1)c1ccc(F)cc1	-1	1	-3	-7	26	-4	-4	0.73	1.0
CNC(=S)N1CCn2cccc2C1c1ccc(F)cc1 (stereo not given)	-4	0.97	-6	-3	1	1	3	0.99	-0.8
CCOc1ccc(CNC(=O)CCS(=O)(=O)Cc2cccc(Cl)c2)cc1OC	2	1	-2	-3	-22	0	-2	1.2	0.8
Cc1cccc(CCNC(=O)CC2C(=O)NCCN2Cc2ccc(F)c(F)c2)n1 (stereo not given)	-2	1	-14	4	0	-1	-4	1	-0.4
Cc1ccc(-n2nc3c(=S)[nH]nc(C)c3c2C)cc1	0	0.92	-3	-20	-4	-5	8	1	-2.2
COc1cc(OC)c2c(-c3ccccc3)cc(=O)oc2c1C(CC(=O)N1CCOCC1)c1ccc(N(C)C)cc1 (stereo not given)	-1	0.87	-2	-2	8	-3	13	0.92	-0.4
Cc1nc(SC(C)C(=O)NC2CCCCC2C)c2c(C)c(C)sc2n1 (stereo not given)	-1	1	-5	1	4	1	-2	0.96	-1.5
COc1ccc(Cl)cc1NC(=O)CN1CCN(S(=O)(=O)c2ccc(F)cc2)CC1	-2	1.1	-5	1	13	-3	-12	0.87	0.6
Cc1cccc(C(=O)Nc2ccn(C)n2)c1	1	1	-8	-2	-1	1	-3	1	-2.0
CCN(CC)CCCNC(=S)N(CCO)Cc1cc2cc3c(cc2[nH]c1=O)OCCO3	7	1	-5	-6	-16	-2	-2	1.2	-1.1
Cc1ccc(S(=O)(=O)Nc2ccc3c(c2)C(=O)NC3=O)cc1[N+](=O)[O-]	-7	0.95	-5	-1	-18	-2	5	1.2	-0.4
O=C1c2ccsc2SCCN1Cc1cccc(Cl)c1	-14	1	-2	1	7	-3	-5	0.93	3.9
Cc1nc2sc3c(c2c2nnc(SCC(=O)NCc4ccco4)n12)CCCC3	0	1	0	5	-4	-4	0	1	-1.8
COc1c(Cl)cc(C(=O)Nc2ccccc2-c2ccccc2)cc1Cl	-1	1.1	0	-5	-8	-4	-8	1.1	0.8
CCCCC(=O)Nc1nnc(SCC(=O)N2CCN(c3ccccc3OC)CC2)s1	0	1	-5	0	20	0	-5	0.8	2.7
O=C(NCc1ccc(Cl)cc1)c1ccc(-n2cccn2)nc1	-2	0.97	-6	1	16	5	3	0.84	-2.7
Cc1cc(C)c(C)c(OCCN2CC(C)OC(C)C2)c1 (stereo not given)	-1	0.93	-11	-6	3	3	7	0.97	0.0
CCC(C)(C)C(=O)O	0	1.1	-4	-1	-1	2	-6	1	0.1
COc1ccc2[nH]c(=O)c(C(c3nnnn3CC3CCCO3)N3CCc4ccccc4C3)cc2c1 (stereo not given)	0	0.94	-6	1	-3	-4	6	1	-0.8
COc1ccc(C(=O)NC(=S)Nc2ccc(S(=O)(=O)Nc3cc(OC)nc(OC)n3)cc2)cc1	-22	0.93	-1	-4	-8	0	7	1.1	0.1
CC(=O)c1cccc(N(C(=O)Cn2nnc3ccccc32)C(C(=O)NCc2ccccc2)c2ccccn2)c1 (stereo not given)	-1	1.1	-9	-5	-24	0	-7	1.2	-0.2
Cc1ccccc1-c1cc(C(=O)n2cccn2)c2cc(Cl)ccc2n1	0	1	-8	-1	-2	2	-2	1	-1.7
COC(=O)CCC(=O)OC1(C)C(=O)C=C2C=C(C3CC3)N(CCCOC(C)C)C=C2C1=O (stereo not given)	-1	1.1	8	1	-5	-5	-6	1.1	1.0
Cc1ccc(S(=O)(=O)N2CCN(CC(=O)Nc3ccccc3Cl)CC2)cc1	1	1.1	-2	-2	7	-2	-8	0.93	-1.1
Cc1ccc(-n2nc3c(=O)n(CCCC(=O)N4CCC(C(N)=O)CC4)nc(C)c3c2C)cc1	1	1.1	-3	7	0	1	-12	1	-1.1
Cc1ccc(S(=O)(=O)/N=C(/NC(=S)Nc2c(C)n(C)n(-c3ccccc3)c2=O)c2ccccc2)cc1	-1	0.97	29	1	-9	-3	3	1.1	1.2
CC(C)C(NC(=O)C1CCCCC1)C(=O)NCc1ccccn1 (stereo not given)	-6	0.98	-6	-2	-1	-2	2	1	-1.8
COc1ccccc1/C=C1\SC(=S)N(CC(=O)Nc2nnc(C)s2)C1=O	.	1	-14	-1	6	-7	-2	0.94	.
COc1ccc(OC)c(CC(=O)N2CCc3cc(OC)c(OC)cc3C2)c1	-4	1	-6	-5	-12	3	-4	1.1	-0.4
Cc1cc(C)nc(NNS(=O)(=O)c2ccc(F)c(Cl)c2)n1	1	1.1	-2	0	-14	0	-11	1.1	-0.5
CCCOc1ccccc1N/C(N)=N/c1nc(C)cc(C)n1	-2	1	2	3	7	-5	-4	0.93	2.5
CCOC(=O)C1CCCN(C(=O)C2CCN(S(=O)(=O)c3ccc4ccccc4c3)CC2)C1 (stereo not given)	0	0.97	-8	-2	-18	-1	3	1.2	0.0
Cc1ccnc2nc(C(=O)NCc3ccccc3)nn12	-1	1	5	3	-8	-1	-3	1.1	3.3

Further entries.
SMILES	NR3A LBD binder	mIAP act	APOBEC3G inh	A3A deaminase	hIAP inh	beta cell repl	mIAP inh	hIAP act	MPTP block
COc1cc(NC(=O)c2cc(Br)cc(C)c2OC)ccc1NC(=O)C(C)C	3	0.98	-1	1	12	-1	2	0.88	-0.7
Cc1ccc(C(=O)Nc2cccnc2)cc1S(=O)(=O)N1CCCCCC1	7	1	9	3	4	-3	-1	0.96	1.5
CSc1nc(NCC(C)C)nc(N2CCOCC2)n1	1	1	-2	19	-8	-2	-1	1.1	1.2
O=S(=O)(O)c1ccc(N2N=C(c3ccccc3)CC2c2ccccc2)cc1 (stereo not given)	0	1.1	-1	-1	-4	-1	-7	1	1.2
CCc1ccccc1NC(=O)CN(C)C(=O)c1cc(C2CC2)nn1-c1ccccc1	-1	1.1	-7	0	-12	0	-14	1.1	-0.1
COCc1cc(=O)[nH]c(/N=C(\N)Nc2cccc(Cl)c2)n1	-2	1.1	-2	1	-46	3	-7	1.5	0.1
CCNC(=O)NCCNC(=O)c1cc(OCC(F)(F)F)ccc1OCC(F)(F)F	-2	1	-5	-3	9	-3	-1	0.91	0.0
C/C(N)=C(/C#N)C(=O)COc1ncnc2ccc(Br)cc12	1	0.95	1	3	6	-2	5	0.94	0.5
COc1ccccc1N1C(=O)C2C3C=CC(C3)C2C1=O (stereo not given)	-1	1	-5	-1	9	-5	-1	0.91	0.0
CC1COc2ccccc2N1C(=O)c1ccc(Cl)nc1 (stereo not given)	-3	0.96	-8	-3	6	0	4	0.94	-0.3
C=CCN(c1ccccc1)S(=O)(=O)c1cccc(C(=O)Nc2nc3ccccc3[nH]2)c1	-4	1.1	-5	-4	-21	0	-10	1.2	4.2

Retrieved one by one from the list above:
SMILES	NR3A LBD binder	mIAP act	APOBEC3G inh	A3A deaminase	hIAP inh	beta cell repl	mIAP inh	hIAP act	MPTP block
COc1ccccc1N1C(=O)C2C3C=CC(C3)C2C1=O (stereo not given)	-1	1	-5	-1	9	-5	-1	0.91	0.0
O=S(=O)(O)c1ccc(N2N=C(c3ccccc3)CC2c2ccccc2)cc1 (stereo not given)	0	1.1	-1	-1	-4	-1	-7	1	1.2
